TDP2 inh = TDP2 (human) inhibition, absorbance primary screen; AID 720702; O95551; inhibition, % at 12.8 µM; 370,000 compounds, 0.34% hits; recombinant TDP2, T5PNP hydrolysis, p-nitrophenol absorbance 415 nm;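 active = inhibition above the mean of all tested compounds plus 3 SD, set per campaign, cut at about 25% in these data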;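 also: 0% = DMSO with enzyme and 100% = buffer with substrate but no TDP2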
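System – recombinant human TDP2 · Amount – 120 nM TDP2 per well · Buffer or medium – Mg2+-containing Tris-HCl buffer, pH 7.5 · Reagent – T5PNP substrate, 5 mM · Dosing – 12.8 µM single point, 1% DMSO · Incubation – 2 h at 37 °C · Measured by – epi absorbance · Read-out basis – percent inhibition · Benchmarks – high control without enzyme, low control DMSO plus TDP2 · Repeats – singlicate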
PRMT1 inh = PRMT1 (human) inhibition, primary screen | recombinant PRMT1, activity-based probe fluorescence polarization | inhibition, % at 2.79 µM | 370,000 compounds, 1.3% hits;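 active = inhibition above about 21% made by adding two undisclosed values, limit read from the data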
UHRF1 MBD2 ctr = UHRF1 methyl-DNA binding inhibition. Q96T88. UHRF1 binding to methylated oligo, TR-FRET. inhibition, % at 4.4 µM. 370,000 compounds, 0.75% hits. AID 687016; in the data active = inhibition above about 21%;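 also: UHRF1 SRA domain binding a hemimethylated CpG hairpin DNA probe; 0% = median of test compound wells and 100% = reference inhibitor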
TCR-CD3 inh = inhibitors of human TCR-CD3 interaction | TAMRA-labeled TCR probe fluorescence, biochemical | inhibition, % at 9.4 µM | 360,000 compounds, 0.37% hits; in the data active = inhibition above about 19%;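 also: recombinant mutant TCR 2C K166C tagged with TAMRA read by polarization; 0% = receptor in buffer alone and 100% = receptor with positive control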
Tn7 DDE FP = inhibitors of Tn7 peptide binding to human fibrin DD(E). inhibition, % at 8.3 µM. 370,000 compounds, 0.13% hits. AID 720508. FP displacement of FITC-Tn7 peptide from fibrin DD(E); 0% = median of compound wells per plate;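 active = inhibition above the mean of compounds falling within the control limits plus 3 SD of them, cut at about 14% in these data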;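 also: 0% = plate median of compound wells and 100% = 10 µM Aha-Tn7 peptide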
Target sequence (P02675 whole entry, looked up): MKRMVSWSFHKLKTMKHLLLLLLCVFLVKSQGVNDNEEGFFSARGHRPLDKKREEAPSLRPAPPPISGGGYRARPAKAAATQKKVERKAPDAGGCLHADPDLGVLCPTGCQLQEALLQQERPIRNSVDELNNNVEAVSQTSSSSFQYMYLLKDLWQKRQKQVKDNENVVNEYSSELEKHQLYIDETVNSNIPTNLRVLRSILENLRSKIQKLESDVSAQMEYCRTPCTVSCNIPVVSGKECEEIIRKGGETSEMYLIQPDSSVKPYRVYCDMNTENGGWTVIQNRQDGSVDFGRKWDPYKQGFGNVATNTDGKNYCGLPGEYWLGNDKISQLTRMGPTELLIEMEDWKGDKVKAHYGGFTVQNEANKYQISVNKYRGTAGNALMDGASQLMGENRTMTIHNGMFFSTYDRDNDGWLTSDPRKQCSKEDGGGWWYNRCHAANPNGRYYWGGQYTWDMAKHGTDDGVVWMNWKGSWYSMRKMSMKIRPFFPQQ
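system = human fibrin DD(E) protein | quantity = DD(E) 2 µM final | medium = Tris/NaCl/CaCl2 buffer, pH 7.8 | also added = labelled Tn7 tracer, 0.1 µM | compound dosing = single point at 8.3 µM | timing = compound with protein 10 min, then 3 h after probe, room temperature | signal = FP measurement | benchmarks = Aha-Tn7 high control | repeats = one replicate per compound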
MBD2 inh = blocks human MBD2 binding to methylated DNA | TR-FRET, MBD2 binding to methylated oligonucleotide | 370,000 compounds, 0.31% hits | AID 686964 | inhibition, % at 4.4 µM | Q9UBB5; in the data active = inhibition above about 13%
SIAE inh = blocks human sialic acid acetylesterase; Q9HAT2; SIAE FP-Rh probe binding, fluorescence polarization; inhibition, % at 9.66 µM; 370,000 compounds, 0.69% hits; AID 1053197;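 active = inhibition above a cutoff: mean of compounds within the control limits plus 3 SD of those, cut at about 17% in these data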;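 also: 0% = plate median of compound wells and 100% = probe without SIAE protein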
Target sequence (Q9HAT2 whole entry, looked up): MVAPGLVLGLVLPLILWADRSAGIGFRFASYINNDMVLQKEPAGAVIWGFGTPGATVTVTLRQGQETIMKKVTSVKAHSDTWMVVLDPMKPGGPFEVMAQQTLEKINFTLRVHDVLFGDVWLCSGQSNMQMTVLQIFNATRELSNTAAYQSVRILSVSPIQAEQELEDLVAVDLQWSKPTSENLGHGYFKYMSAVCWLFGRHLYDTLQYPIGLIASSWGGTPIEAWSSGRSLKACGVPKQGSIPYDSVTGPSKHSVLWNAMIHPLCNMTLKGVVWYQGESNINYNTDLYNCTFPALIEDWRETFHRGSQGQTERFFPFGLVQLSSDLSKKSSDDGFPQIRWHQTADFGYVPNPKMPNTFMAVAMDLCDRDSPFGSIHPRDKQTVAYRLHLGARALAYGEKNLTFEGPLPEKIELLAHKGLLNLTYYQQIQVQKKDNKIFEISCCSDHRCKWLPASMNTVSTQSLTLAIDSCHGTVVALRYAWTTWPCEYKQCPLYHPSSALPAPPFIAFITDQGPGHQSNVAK
KLK7 zymogen act = activates the human kallikrein-7 zymogen | P49862 | purified proKLK7, EDANS-DABCYL substrate fluorescence; 100% is mature enzyme control, 0% vehicle | activation, % at 7 µM | 370,000 compounds, 0.9% hits;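 active = activation above the mean of all tested compounds plus 3 SD, computed per campaign excluding outliers beyond control limits, cut at about 13% in these data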
LEDGF integ inh = blocks HIV-1 LEDGF/p75-dependent DNA integration; TR-FRET IN-LEDGF/p75 DNA integration, Eu/Cy5; inhibition, % at 3.7 µM; 370,000 compounds, 0.64% hits;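 active = inhibition above the screen-wide mean plus 3 SD, cut at about 13% in these data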;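 also: signal is the Cy5 over europium emission ratio at 671 and 618 nm; 0% = plate median of compound wells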
Tn6 DDE FP = inhibitors of Tn6 peptide binding to human fibrin DD(E). P02675. Fibrin DD(E) TRITC-Tn6 fluorescence polarization displacement. 370,000 compounds, 0.21% hits. inhibition, % at 8.3 µM;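 active = inhibition above a per-campaign cutoff: mean of compounds within control limits plus 3 SD, cut at about 15% in these data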;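 also: 0% = median of all compound wells on the plate and 100% = blocking peptide control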
* hit, by the source's call; x = no result given.

TDP2 inh | PRMT1 inh | UHRF1 MBD2 ctr | TCR-CD3 inh | Tn7 DDE FP | MBD2 inh | SIAE inh | KLK7 zymogen act | LEDGF integ inh | Tn6 DDE FP | SMILES
-9 | 5 | 5 | -5 | 9 | 6 | 0 | 0.6 | 2 | 3 | COc1ccc(N(CC(=O)Nc2ccc(C)c(F)c2)S(=O)(=O)c2c(C)noc2C)cc1
-11 | 0 | -1 | 2 | 6 | -9 | -12 | 1.2 | -4 | 9 | COc1ccc(C(=O)CSc2nnc(-c3cc4ccccc4cc3O)n2Cc2ccco2)cc1
-7 | -8 | -2 | 2 | 1 | 4 | 0 | 7.5 | 2 | -10 | Cc1cc(OC(C)C(=O)NCCCN2CCOCC2)c2c(C)cc(=O)oc2c1 (centres undefined)
-1 | 0 | 1 | 1 | 5 | -2 | 0 | 0.4 | -1 | 1 | O=C(CSc1nnnn1C1CCCCC1)Nc1nc2c(s1)CCCC2
-7 | -2 | 0 | 6 | -10 | -1 | -6 | 0.1 | 2 | 5 | CC(=O)c1ccc(NC(=O)C2C3C=CC(C3=C(c3ccccc3)c3ccccc3)C2C(=O)O)cc1 (centres undefined)
4 | -6 | -1 | 4 | 0 | -5 | 3 | -0.5 | 4 | -2 | CCN(CC)CCn1c(=N)n(CC(O)COc2ccccc2)c2ccccc21 (centres undefined)
-2 | 2 | -1 | 3 | 3 | -3 | 0 | 0.4 | 0 | -6 | O=C(/C=C/c1ccccc1[N+](=O)[O-])NCCCn1ccnc1
8 | 2 | -1 | 6 | -6 | -5 | -21 | -0.1 | 3 | 6 | CCc1ccc([C@@H]2C[C@H]3[C@@H](CN2S(=O)(=O)c2ccc(C)cc2)C(=O)C[C@@H](c2cccc(Cl)c2)N3S(=O)(=O)c2ccc(C)cc2)cc1
2 | 1 | -2 | 8 | -6 | -4 | 3 | -0.1 | 3 | 7 | O=C1c2cccc(OCC(=O)N3CCCc4ccccc43)c2CCN1Cc1ccccc1
14 | -3 | -2 | 4 | 4 | 1 | 0 | 0.0 | -1 | 3 | COc1cc(C(=O)Nc2nnc(CC(=O)NCc3ccccc3)s2)cc(OC)c1OC
-8 | 4 | -3 | -2 | -1 | 2 | -2 | -0.5 | -2 | -1 | CCOC(=O)c1sc(NC(=O)CCN2CCCCCC2)c(C(=O)OCC)c1C
-3 | -4 | -3 | -4 | 2 | -4 | 10 | -0.6 | -2 | 4 | O=C(c1ccco1)N1CCC(N2CCN(c3ccccc3)CC2)CC1
-6 | 2 | -1 | 2 | 3 | 4 | -12 | -0.1 | -1 | -9 | O=C(COC(=O)c1ccccc1C(=O)c1ccc(Cl)cc1)NCCc1ccccc1
9 | -2 | -2 | -10 | 4 | -2 | 0 | 0.4 | 0 | -4 | COc1ccc(NC(=O)C23CCC(C)(C(=O)O2)C3(C)C)cc1 (centres undefined)
4 | -3 | -1 | 0 | -2 | -4 | 0 | 1.0 | 2 | 4 | CCCOc1ccc(F)cc1-c1cc(C(=O)Nc2cc(OC)ccc2OC)[nH]n1
-2 | 4 | 1 | -9 | -2 | 0 | 5 | -0.6 | -1 | -1 | CCOC(=O)N1CCN(c2c(NCCOC)c(=O)c2=O)CC1
1 | 1 | 1 | x | -3 | -3 | 9 | -0.2 | -3 | 8 | CC(CCN1CCC(C(O)(c2ccccc2)c2ccccc2)CC1)Oc1ccc(C(F)(F)F)cc1 (centres undefined)
1 | 4 | -3 | 1 | 1 | -3 | 4 | -0.8 | 1 | 1 | COc1cc(C(c2c(C)[nH][nH]c2=O)c2c(C)[nH][nH]c2=O)ccc1OCc1ccc([N+](=O)[O-])cc1
-13 | -4 | -1 | 4 | 3 | 4 | -5 | 0.5 | -1 | 7 | COc1cccc(NC(=O)C(NCCC(C)C)c2ccccc2)c1 (centres undefined)
-7 | -2 | 0 | 10 | -12 | -7 | -4 | 0.2 | 0 | -3 | COc1ccc(C(C)=O)cc1COC(=O)c1cc(=O)c2ccccc2o1
-11 | -1 | -1 | -5 | -7 | -2 | -16 | 0.4 | -1 | -6 | CCOc1ccc(Cl)cc1-c1cc(C(=O)NCc2cccs2)[nH]n1
-1 | -2 | 1 | 10 | 7 | 0 | 6 | 0.6 | 3 | -1 | CC(=O)Nc1ccc(NC(=O)C(C)OC(=O)CCc2nc3ccccc3s2)cc1 (centres undefined)
-25 | 2 | -1 | -9 | 1 | -4 | 2 | 0.4 | 2 | 5 | O=S(=O)(Nc1nc2ccccc2s1)c1ccc(Cl)nc1
5 | -4 | -3 | 1 | 12 | 2 | 2 | -0.2 | 1 | 4 | Cc1ccc2c(c1)N(CC(=O)N1CCN(C3CCCCC3)CC1)C(=O)CO2
0 | -5 | 2 | -4 | -3 | 2 | -2 | 0.3 | 3 | 3 | Cc1ccc(S(=O)(=O)NC(=O)C2(C)CCN2C(=O)CC2CCCCC2)nc1 (centres undefined)

TDP2 inh | PRMT1 inh | UHRF1 MBD2 ctr | TCR-CD3 inh | Tn7 DDE FP | MBD2 inh | SIAE inh | KLK7 zymogen act | LEDGF integ inh | Tn6 DDE FP | SMILES
9 | 1 | -3 | 1 | 2 | 1 | 0 | -0.7 | -5 | -6 | CC1CCN(S(=O)(=O)c2ccc(NC(=O)[C@@H]3CCCC[C@@H]3C(=O)O)cc2)CC1
4 | -1 | -2 | 7 | 5 | 1 | 0 | -0.6 | 1 | 0 | Cc1ccc(CNC(=O)C(=O)NCC2OCCN2C(=O)c2ccc3c(c2)OCO3)cc1 (centres undefined)
-1 | 0 | 0 | 5 | -3 | 4 | 2 | 0.2 | 3 | -1 | Cc1ccc(C)n1-c1ccc(C(=O)Nc2ccccc2F)cc1
7 | -2 | -1 | 0 | 1 | -2 | 0 | 0.1 | 0 | 8 | COc1ccc(C2CC(=O)C(C=NCCN3CCN(C(=S)Nc4ccccc4)CC3)=C(O)C2)cc1OC (centres undefined)
17 | 0 | 0 | 0 | -2 | -4 | 9 | -0.3 | 0 | 3 | CCc1ccccc1N(CC(=O)NC(C)C)C(=O)CCC(=O)Nc1nccs1
-23 | -3 | 2 | 4 | -3 | 0 | -12 | -0.5 | 2 | 3 | COc1ccc(F)cc1Cn1nc(C(=O)O)c2ccccc2c1=O
4 | 2 | 3 | -4 | -1 | 2 | 1 | 73* | 0 | 2 | CCOC(=O)N1CCN(C(=O)c2cccn3c(=O)c4sccc4nc23)CC1
7 | -2 | -1 | 4 | 5 | 3 | 4 | 0.3 | -2 | -5 | CCS(=O)(=O)c1nc(S(=O)(=O)c2ccc(Cl)cc2)c(NCCN2CCOCC2)s1
-8 | -3 | 1 | 9 | -11 | -6 | -1 | -0.1 | 4 | 3 | CC1(c2ccc(Cl)cc2)NC(=O)CS1 (centres undefined)
-8 | 0 | -4 | 1 | 3 | -1 | 4 | -0.5 | -3 | -2 | CCOc1ccc(N2C(=O)CC(/C=C3/N(C)c4ccccc4C3(C)C)C2=O)cc1 (centres undefined)
-3 | 0 | 2 | 4 | 2 | -2 | 4 | 0.3 | 2 | -5 | CN(C)S(=O)(=O)c1cccc(COC(=O)c2cc([N+](=O)[O-])ccc2N2CCOCC2)c1
5 | 11 | 1 | -9 | 3 | -5 | 10 | -0.8 | 0 | -7 | CC(=O)C1=C(C)NC(C)=C(C(C)=O)C1c1ccc(-c2ccccc2Cl)o1
-9 | 2 | 4 | -6 | 2 | 6 | 6 | -0.1 | -9 | -3 | CCOc1cc(NC(=S)NCc2ccco2)c(OCC)cc1NC(=O)CC
6 | -2 | -5 | 5 | -3 | -6 | 6 | -0.3 | 4 | -1 | Cc1ccc(C(=O)N/N=C/C=C/c2ccccc2)o1
-2 | 0 | 0 | 0 | -1 | -4 | -12 | 0.1 | 1 | -3 | CC(C)CC(=O)N/C(N)=N/c1nc2ccccc2s1
1 | 3 | 1 | 7 | 9 | 5 | -4 | -0.3 | -2 | -2 | CCn1c(=N)n(CC(O)c2ccco2)c2ccccc21 (centres undefined)
0 | 18 | 4 | -2 | 5 | 2 | 1 | 0.0 | 0 | 3 | C=CCn1c(SCC(=O)Nc2ccccc2OC)nc(O)c(CC)c1=O
5 | -2 | -2 | 8 | 0 | -6 | 5 | 0.2 | 1 | 5 | Cc1ccc(OCC(=O)Nc2cnn(CCCC(=O)O)c2)c([N+](=O)[O-])c1
1 | -2 | 0 | 0 | -1 | 0 | 0 | 1.2 | 2 | 7 | COc1ccc(N2CCN(c3cc(C)nc4ccc(OC)cc34)CC2)cc1
-4 | 1 | 2 | 4 | -3 | 0 | 5 | 0.5 | -1 | -1 | COc1cc(/C=N/N2CCN(C3c4ccccc4-c4ccccc43)CC2)cc(OC)c1O
-5 | 0 | -1 | 4 | -7 | -3 | -6 | 0.0 | 2 | -3 | CCCS(=O)(=O)NC(=O)C1(C)CCN(C(=O)C2(c3ccc(Cl)cc3)CCCC2)C1 (centres undefined)
1 | -1 | 3 | -2 | 2 | -3 | -6 | -0.3 | 3 | -6 | COc1ccc(OC)c(S(=O)(=O)CC(O)CS(=O)(=O)c2ccccc2)c1 (centres undefined)
1 | 5 | 1 | -12 | 6 | -1 | -5 | 0.3 | -6 | -6 | CN(C)S(=O)(=O)c1ccc(C(=O)Nc2ccc(Cl)cc2)cc1
3 | -3 | -2 | -1 | -2 | -3 | 6 | -0.2 | 2 | 1 | CC(=O)Nc1ccc(S(=O)(=O)NCc2nc(-c3ccccc3Cl)no2)cc1
11 | 4 | 13 | -2 | 0 | 5 | 6 | 0.2 | 2 | -6 | Cc1ccccc1-c1nc(Cc2ccc(Cl)cc2)no1
8 | 1 | 0 | 1 | -1 | -1 | -2 | -0.2 | -1 | -2 | O=C(NC(=S)Nc1cc(S(=O)(=O)N2CCOCC2)ccc1N1CCOCC1)c1ccco1
5 | -2 | -2 | -5 | -1 | 2 | 2 | 0.0 | -2 | 5 | Cc1n(C)c2cc(Cl)ccc2[n+]1Cc1ccccc1
2 | -4 | -2 | 2 | 1 | 1 | 5 | 0.4 | -2 | -1 | CN(c1ccc([N+](=O)[O-])cc1)c1cc2c(c3c1ccn3C)C1CCC2C1 (centres undefined)

Source: PubChem BioAssay

Compounds as they come; 4.6% or so of the library scored in one or more.
